# MCF10A rerep: induces DNA re-replication in MCF 10a normal breast cells; MCF 10A DNA re-replication, Hoechst nuclear intensity, 48 h; Potency, µM (doses to about 46.1 µM), for inactives: top-dose activity, positive = re-replication, actives largely listed as activators; 2.9% of 350,000 active; further: potency means the concentration at half of the fitted maximal effect; % of control where 0% means no effect; nearly all actives have a fitted effect of over 50% in size
# KB-V1 cytotox: kills drug-selected multidrug resistant KB-V1 cells. KB-V1 MDR cells viability, CellTiter-Glo, 72 h. Potency, µM (titrated, usually from 46.1 µM), for inactives: top-dose activity change, negative = cytotoxicity, hits mostly cytotoxic. 3.4% of 400,000 active; further: potency means the concentration at half of the fitted maximal effect; on the % scale 0 is the no-effect control and ±100 the full control effect; nearly all actives have a fitted effect of over 60% in size
#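 Following 72 h at 37 degrees C with compound, KB-V1 cell viability was read by CellTiter-Glo luminescence, medium being phenol-red-free DMEM plus 10% FBS; concentration-response parameters came from normalized, curve-fitted qHTS data.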
# IL1B secr inh: inflammasome signaling inhibition, IL-1 beta readout; THP-1 LPS/ATP IL-1B secretion, AlphaLISA, 16 h; hits give low values; activity change, % at 57.5 µM; 4.7% of 360,000 active; AID 743279; in the data active means activity change below about -50%; inconclusive means mostly about -30% to -49%; further: on the % scale 0 is the no-effect control and ±100 the full control effect
#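 Secreted IL-1B measured by AlphaLISA bead assay after 16 h compound exposure of THP-1 cells; compounds (final up to 57.5 uM) added 1 h before LPS (250 ng/mL) and ATP (1.25 mM) stimulation; lower signal means less secretion.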
# SW480 rerep: induces DNA re-replication in SW480 colon adenocarcinoma cells | 1.8% of 340,000 active | SW480 DNA re-replication, Hoechst DNA content imaging, 48 h | Potency, µM (doses to about 46.1 µM), for inactives: at the top dose re-replication activation, actives largely listed as activators; further: potency means the concentration at half of the fitted maximal effect; % of control where 0% means no effect; nearly all actives have a fitted effect of over 55% in size
#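 First, 250 cells per well were seeded. Next, compound or vehicle (23 nL) was pinned in, plates sat 48 hr at 37 C. Finally Hoechst was added for 40 min before fluorescence scanning.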
# HT1080-NT tox: kills 2HG-producing HT-1080-NT fibrosarcoma cells | 1.6% of 360,000 active | HT-1080-NT fibrosarcoma viability, CellTiter-Glo ATP luminescence, 48 h | AID 686970 | Potency, µM (titrated, usually from 46.1 µM), without a hit: at the top dose activity, negative = less viability, usual class: cytotoxic;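 further: NT is the 2HG producing partner of a matched IDH1 knockdown line; potency means the concentration at half of the fitted maximal effect; 0% = DMSO-treated cells and -100% = media-only wells without cells; nearly all actives have a fitted effect of over 55% in size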
#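 A 48-hour cytotoxicity screen used HT-1080-NT cells plated 2 hours before compound delivery. ATP-based CellTiter-Glo luminescence measured viability, normalized to DMSO and no-cell controls.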
# HEK293 tox: cytotoxicity in counter-screen for GLP-1R inverse agonists; HEK293 cAMP-luciferase reporter cells, luminescence, 24 h; Potency, µM (series often up to 38.3 µM), inactives show at the highest dose activity change, negative = inhibition, actives largely listed as inhibitors; 0.13% of 410,000 active;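 further: loss of luciferase light is scored as toxicity; potency means the concentration at half of the fitted maximal effect; on the % scale 0 is the no-effect control and ±100 the full control effect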
#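 Cells in DMEM/10% Nu serum/1% pen-strep, 1536-well format. Pre-incubated 12 h, dosed with 23 nL compound, incubated a further 24 h. Luciferase detection, 12 min at room temp, luminescence.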
# HT1080 IDH1KD tx: HT-1080 IDH1 knockdown cell toxicity (counter line). 2% of 360,000 active. HT-1080 IDH1 knockdown viability, ATP luminescence, 48 h. Potency, µM (series often up to 46.1 µM), without a hit: top-dose activity, negative = toxicity, usual class: cytotoxic;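 further: potency means the concentration at half of the fitted maximal effect; 0% = DMSO wells and -100% = cell-free medium wells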
#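 After a 2 h attachment period, IDH1KD HT-1080 cells took pin-transferred compound for 48 h at 37 °C; ATP-based luminescence after 10 min room-temperature reagent incubation reported viability.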
# KB-3-1 cytotox: kills parental KB-3-1 adenocarcinoma cells | 1.4% of 400,000 active | Potency, µM (top dose mostly 46.1 µM), for the others: at the top dose activity change, negative = cytotoxic, hits mostly cytotoxic | KB-3-1 viability, CellTiter-Glo ATP luminescence, 72 h | AID 1347075; further: potency means the concentration at half of the fitted maximal effect; on the % scale 0 is the no-effect control and ±100 the full control effect; nearly all actives have a fitted effect of over 60% in size
#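 Using CellTiter-Glo luminescence, growth of non-resistant KB-3-1 adenocarcinoma cells is assessed 72 h after pin-tool compound addition at 37 °C. Normalized responses across the concentration series yield fitted curves.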
# D3 ag: activates the human D3 dopamine receptor. D3R DiscoveRx beta-arrestin cells, luminescence, 90 min. 0.58% of 410,000 active. P35462. max activation, %; in the data active means max activation above about 30%; further: 0% is about no effect; mostly tested at two doses, the higher about 12 µM
# Target sequence (P35462 whole entry, looked up): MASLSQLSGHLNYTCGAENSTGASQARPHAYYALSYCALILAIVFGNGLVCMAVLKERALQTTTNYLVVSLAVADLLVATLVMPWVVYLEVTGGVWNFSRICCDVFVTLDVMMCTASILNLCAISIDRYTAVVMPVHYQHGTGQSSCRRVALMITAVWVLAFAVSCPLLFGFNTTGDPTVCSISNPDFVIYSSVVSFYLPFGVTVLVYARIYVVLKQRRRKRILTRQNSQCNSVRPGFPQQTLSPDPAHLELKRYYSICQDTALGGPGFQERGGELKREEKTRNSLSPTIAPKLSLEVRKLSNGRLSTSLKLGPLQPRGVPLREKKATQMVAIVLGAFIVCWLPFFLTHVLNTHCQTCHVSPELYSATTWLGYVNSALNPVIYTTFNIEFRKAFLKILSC
#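 Agonist mode: compounds and dopamine controls were applied to plated cells for 90 min at 37 degrees C after an overnight attachment at 1500 cells/well. Luminescent read-out followed 30 - 60 minutes at room temperature with DiscoveRx detection reagent.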
# Numbers without * were called inactive; ? = inconclusive; . = not tested or not shown; [ ] = remark or other dose. Unless noted, the call rests on the fitted dose curve; in most records, active means well fitted curve in the direction sought with a large enough effect; inconclusive means small, poorly fitted or top-dose-only effect, or another doubt; inactive means no such curve, though single readings can be large; an effect the other way counts as inactive or inconclusive. Hits appear at their usual frequency; 11% or so of the library scored in one or more.
SMILES,MCF10A rerep,KB-V1 cytotox,IL1B secr inh,SW480 rerep,HT1080-NT tox,HEK293 tox,HT1080 IDH1KD tx,KB-3-1 cytotox,D3 ag
CCc1ccc(OCC(=O)Nc2cc3oc4ccccc4c3cc2OC)c(Br)c1,.,?,.,.,.,3%,.,13%,-14
CCN(C[C@H]1N[C@@](C)(C(=O)OC)[C@H]2C(=O)N(C)C(=O)[C@@H]12)C(=O)c1ccc(C(C)(C)C)cc1,11%,20%,17,?,7%,10%,8%,12%,6
C=CCc1cc(Cl)ccc1OCCCNCCO,-5%,-7%,-11,0%,?,-1%,?,-16%,1
Nc1ncnc2c1ncn2C1CCCC(CO)O1 (configuration not stated),2%,21%,34,-5%,9%,-6%,-5%,-1%,0
CNS(=O)(=O)c1cn(CC(=O)N2CCN(c3ccc(Cl)cc3)CC2)cc1S(=O)(=O)NC,.,28%,.,.,.,-6%,.,-8%,-7
N#Cc1cnn(Cc2ccc(Cl)cc2)c1N,-4%,1%,14,5%,-5%,1%,?,0%,-6
CN(C)S(=O)(=O)c1ccc(C(=O)OCCn2cnc3c2c(=O)n(C)c(=O)n3C)cc1,0%,-8%,34,-7%,-2%,6%[0.307 µM],10%,0%,-10
COc1ccc(C)cc1N(C(=O)CNC(=O)c1ccco1)C(C(=O)NC1CCCC1)c1cccnc1 (configuration not stated),-6%,-5%,-21,2%,-3%,-1%,1%,-2%,-2
Cc1ccccc1N1CCN(C2CCCN(C(=O)c3ccnn3C)C2)CC1 (configuration not stated),6%,-19%,20,-2%,-6%,0%,-2%,-12%,-22
COc1ccccc1/C=C/C(=O)OCC(=O)NCCC1=CCCCC1,-1%,0%,8,-1%,7%,-2%,13%,3%,-1
CC1(C)N=C(N)NC(Nc2ccccc2Cl)=N1,?,7%,0,-12%,17%,-7%,10%,-18%,-1
COc1ccc(-c2cc(C(F)F)n3ncc(C(=O)NCC4CCCO4)c3n2)cc1 (configuration not stated),?,-13%,-21,?,?,178%[activator],?,-4%,3
Cc1cc(C)c(S(=O)(=O)Nc2ccc(O)c(Sc3ncn[nH]3)c2)c(C)c1,?,-17%,13,-2%,-5%,-24%,-15%,-11%,-2
NC(=O)CSc1n[nH]c(-c2ccco2)n1,0%,-6%,4,-16%,9%,-1%,17%,4%,4
CCOCCn1ccc2c(OCC(=O)Nc3cccc([N+](=O)[O-])c3)cccc2c1=O,.,-13%,.,.,.,-4%,.,-18%,-6
Cc1ccc(NC(=O)COc2cccc(-n3cnnn3)c2)cc1[N+](=O)[O-],-2%,4%,?,-7%,-6%,-6%,-6%,0%,1
Cn1nccc1C(=O)NC(=S)Nc1sc2c(c1C#N)CCCCC2,14%,2%,-27,-2%,9%,25%,5%,11%,-2
Cc1ccc(C2=NCCn3c2c2ccc([N+](=O)[O-])cc2[n+]3[O-])cc1,28%,?,8,?,-1%,-29%,-6%,?,-5
CN1CCN(c2ccc(S(=O)(=O)N3CCCCC3)cc2[N+](=O)[O-])CC1,12%,-28%,17,0%,-13%,0%[0.307 µM],-18%,4%,2
COc1ccc(Cl)cc1N1C(=N)SCC1=O,-40%[inhibitor],1%,10,-72%[inhibitor],8%,18%,11%,-1%,4
CCOc1cc(N(CC)CC)ccc1/C=C(/C#N)c1nc2ccccc2[nH]1,?,?,?,-1%,-25%,-16%,?,?,-7
Cc1cccc(CCNC(=O)CN(C)S(=O)(=O)c2cnc[nH]2)c1,-6%,?,4,-13%,12%,1%,22%,6%,6
CC1CCN(C(=O)Cn2c(=O)n(Cc3ccco3)c(=O)c3sccc32)CC1,0%,-17%,7,-3%,4%,-26%,1%,3%,2
COC(=O)c1c(S(=O)(=O)N2CCOCC2)c(C)n(C)c1C,?,-3%,1,-5%,-4%,-39%,0%,14%,-7
Cc1cc(C)cc(C(=O)N(Cc2ccco2)c2c(N)n(Cc3ccccc3)c(=O)[nH]c2=O)c1,5%,-5%,-18,-1%,5%,-16%,18%,5%,4
O=C(NNC(=O)c1ccc(O)cc1O)c1ccc(-c2ccccc2)cc1,-3%,-5%,8,18%,-5%,-13%,-24%,?,12
C[N+](C)(C)C/C=C1/COCO1,3%,0%,-9,14%,19%,-9%,23%,5%,1
CC(=O)NCCC(=O)Nc1cc(S(=O)(=O)N2CCCCC2)ccc1Oc1cccc(C)c1,7%,.,8,5%,14%,-10%,5%,.,11
COc1cccc(N2CCN(C(=O)CCCn3c(=O)[nH]c4ccc(Br)cc4c3=O)CC2)c1,.,-6%,.,.,.,-26%,.,2%,1
COc1ccc(CC(=O)O/N=C(\N)c2ccccn2)cc1OC,13%,15%,2,-10%,26%,-10%,8%,-3%,5

# Entries of single compounds, looked up by structure. Values in the order: MCF10A rerep, KB-V1 cytotox, IL1B secr inh, SW480 rerep, HT1080-NT tox, HEK293 tox, HT1080 IDH1KD tx, KB-3-1 cytotox, D3 ag
# Record of COc1cccc(N2CCN(C(=O)CCCn3c(=O)[nH]c4ccc(Br)cc4c3=O)CC2)c1 → ., -6%, ., ., ., -26%, ., 2%, 1
# Record of COc1ccc(CC(=O)O/N=C(\N)c2ccccn2)cc1OC → 13%, 15%, 2, -10%, 26%, -10%, 8%, -3%, 5
# Record of C[N+](C)(C)C/C=C1/COCO1 → 3%, 0%, -9, 14%, 19%, -9%, 23%, 5%, 1
# Record of Cc1cccc(CCNC(=O)CN(C)S(=O)(=O)c2cnc[nH]2)c1 → -6%, ?, 4, -13%, 12%, 1%, 22%, 6%, 6

# As a working copy, 3 of the compounds above.
SMILES,MCF10A rerep,KB-V1 cytotox,IL1B secr inh,SW480 rerep,HT1080-NT tox,HEK293 tox,HT1080 IDH1KD tx,KB-3-1 cytotox,D3 ag
CC(=O)NCCC(=O)Nc1cc(S(=O)(=O)N2CCCCC2)ccc1Oc1cccc(C)c1,7%,.,8,5%,14%,-10%,5%,.,11
COc1cccc(N2CCN(C(=O)CCCn3c(=O)[nH]c4ccc(Br)cc4c3=O)CC2)c1,.,-6%,.,.,.,-26%,.,2%,1
COc1ccc(CC(=O)O/N=C(\N)c2ccccn2)cc1OC,13%,15%,2,-10%,26%,-10%,8%,-3%,5

# Additional results follow.
SMILES,MCF10A rerep,KB-V1 cytotox,IL1B secr inh,SW480 rerep,HT1080-NT tox,HEK293 tox,HT1080 IDH1KD tx,KB-3-1 cytotox,D3 ag
O=C(C(=O)N1CCC(Cc2ccccc2)CC1)c1cccc(Br)c1,.,?,-18,.,1%,8%,?,-1%,4
CCOc1cccc(N2C(=O)CC(N3CCN(c4nc5ccccc5s4)CC3)C2=O)c1 (configuration not stated),6%,0%,20,-2%,7%,5%,9%,16%,0
COc1ccc(C(C)NC(=O)c2ccncc2)cc1 (configuration not stated),3%,-1%,13,-1%,4%,-21%,-1%,15%,3
c1ccc(CSCc2cn3ccsc3n2)cc1,?,-7%,-18,-11%,-5%,0%,-12%,8%,-7
Cc1nn(CC(=O)Nc2ccc3c(c2)nc(CN2CCCCC2)n3C)c(=O)c2ccccc12,8%,3%,3,-2%,8%,2%,13%,9%,-5
CC(C)Nc1nc2c(-c3cccc(Br)c3)nnn2c2ccccc12,.,-15%,.,.,.,24%,.,1%,-4
Cc1ccccc1C(=O)Nc1c(C)nc(Nc2ccccc2)nc1Nc1ccccc1,.,-8%,.,.,.,-25%,.,?,6
CC1CCCCN1CC(O)COCCC12CC3CC(CC(C3)C1)C2 (configuration not stated),5%,?,-61*,?,?,?,?,16µM*,-13
CCOc1ccccc1/C=N/NC(=O)c1cccc(S(=O)(=O)N2CCOCC2)c1,-19%,-1%,9,5%[1.84 µM],14%,12%,9%,5%,-19
O=C(NNC(=O)c1ccccc1O)c1ccco1,-1%,0%,-15,2%,?,-1%,21%,25%,8
O=C(O)C1CCC(=O)N1C(=O)OCc1ccccc1 (configuration not stated),2%,-5%,0,3%,16%,-16%,5%,0%,2
CCN(CC)CCN(Cc1cc2cc3c(cc2[nH]c1=O)OCCO3)C(=S)NCCCN(C)C,5%,-19%,-17,4%,3%,-15%,-20%,-17%,-3
COc1cccc(CNCCc2c[nH]c3ccccc23)c1OCc1ccc(F)cc1,?,16µM*,-62*,?,21µM*,-42%,?,?,-2
N#C/C(C(N)=O)=C1/CCCN1Cc1ccccc1,7%,3%,0,-31%[inhibitor],-3%,-3%,1%,0%,-14
O=C(CCc1nnc(Cc2c[nH]c3ccccc23)o1)NC1CCCC1,-16%,0%,3,-6%,-8%,-2%,0%,-1%,-20
COC(=O)c1ccc(C2Nc3ccc(/C(C)=N/NC(=O)C(OC)c4ccccc4)cc3C3C=CCC32)cc1 (configuration not stated),1%,17%,-8,4%,6%,-4%,0%,3%,-2
CCN1CCN(C(=O)Cn2c(=O)sc3ccccc32)CC1,-3%,?,37,-1%,6%,-7%,2%,5%,4
Cc1c(Cl)cccc1-n1ncc(C(=O)NC2CCCC2)c1C1CCN(C(=O)OC(C)(C)C)CC1,.,10%,.,.,.,6%,.,12%,5
Oc1c(CN2CCOCC2)cc(COCc2ccccc2)c2cccnc12,?,?,19,3.7µM*,?,?,13µM*,?,-23
O=C(NC1CCCC1)c1ccccc1OCc1ccccc1,?,?,-5,-1%,-11%,2%[0.307 µM],-17%,-27%,8
O=C(c1ccc(NS(=O)(=O)c2ccccc2)cc1)N1CCCC1,-2%,-6%,-7,-4%,1%,-3%,16%,-3%,-4
COC(=O)C1=C(C)N(CCc2cc(OC)c(OC)c(OC)c2)C(=O)N[C@H]1c1ccccc1,20%,2%,15,-13%,11%,5%,9%,22%,16
COc1cccc(-c2cnc(C(O)c3ccc(Cl)c(Cl)c3)[nH]2)c1 (configuration not stated),.,-8%,21,.,-4%,-13%,-18%,-1%,-4
